# Compound activity deposited in PubChem BioAssay by Small Molecule Screening Facility, UW Madison.
# SSB-PriA inh – blocks PriA binding to SSB C-terminal tail. AlphaScreen SSBct-PriA binding, biotinylated peptide. inhibition, % at 33 µM. actives 0.6% (n = 430,000). AID 1272365; in the data active = inhibition mostly above about 37%, no sharp cut-off; inactive = mostly below about 20%;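 note: plate controls were negative control peptide for no effect and reference peptide for full effect; strong numbers were not always called active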
# The depositor's hits bear a star; i = inactive; & = joins results of further samples.
SMILES,SSB-PriA inh
Cc1ccc(C(=O)N2CCOC(c3ccccc3)C2)cc1C (stereo not given),0
Cc1ccccc1Cn1cnc2c(cnn2CCNC(=O)CCc2ccccc2)c1=O,2
CC(=O)N1CCN(Cc2nc(C)cs2)CC1,-10
CC(=O)Nc1ccc(NC(=O)C(C)ON=Cc2cccc([N+](=O)[O-])c2)cc1 (stereo not given),-7
O=C(OCCN1C(=O)c2cccc3c(N4CCOCC4)ccc(c23)C1=O)c1ccccc1Br,-15
O=C(NC(=S)Nc1ccc(S(=O)(=O)Nc2nccs2)cc1)c1ccccc1[N+](=O)[O-],-1
O=C(Nc1ccc(Cl)cc1[N+](=O)[O-])c1ccc(Br)cc1,24
CCOCC(=O)N1C2CCC1CN(Cc1ccccc1)C2,-6
Cc1ccc(Nc2nc(C(=O)N3CCN(S(C)(=O)=O)CC3)cs2)c(C)c1,-7
COc1ccc(-c2cc(-c3ccccc3)nc(SCC(=O)NCc3ccco3)c2C#N)cc1,-12&10
CCOC(=O)C1CCCN(C(=S)Nc2ccc(OC(F)F)cc2)C1 (stereo not given),-12
CN(C)c1ccc(CCNC(=O)C(=O)NC2CCCC2)cc1,-8
O=C(Cc1csc(Nc2cccc(C(F)(F)F)c2)n1)NCc1cccs1,-8
Cc1nn(C)c(C)c1S(=O)(=O)NC1CCC(Oc2nccnc2C#N)CC1 (stereo not given),-12
Cc1ccc(NC(=O)Cc2csc(NC(=O)c3ccc(=O)[nH]c3)n2)cc1F,-4
O=C(Nc1nc(-c2ccc([N+](=O)[O-])cc2)cs1)c1cccc(C(F)(F)F)c1,2
CSc1ncc(Cl)c(C(=O)N2CCc3ccccc3C2)n1,-15
Cc1nc(C)c(CC(=O)N[C@@H](C)c2ccccc2)s1,-10
O=C(/C=C/c1ccccc1)NCC(=O)NN=Cc1cccs1,-4
O=C(NC[C@H](O)c1csc2ccccc12)c1ccsc1,-23
O=C(NCCCn1nc(-c2ccncc2)ccc1=O)Nc1ccc(F)cc1F,-10
Cn1nc(C2CCN(C(=O)C3CC3)CC2)n(C2CC2)c1=O,-6
COC(=O)c1cc(Nc2ccc(Br)cc2)c2cccc(F)c2n1,-24
O=C(CCCSc1ccc(F)cc1)Nc1ccc(-c2nc3ccccc3[nH]2)cc1,-16&-5
CCCCN(C)S(=O)(=O)c1ccc(C(=O)Nc2cc(C)nn2C)cc1,0
O=C(Nc1nc2c(s1)CN(Cc1ccccc1)CC2)c1ccc(Cl)cc1Cl,-10
O=C(NCc1ccccc1)[C@H]1CC(=O)N(CCN2CCN(S(=O)(=O)c3ccccc3)CC2)C1,-14
CN(C)c1nc(NCc2ccccc2)nc(NN=Cc2ccc(Cl)cc2Cl)n1,-12
COc1ccc(C2CC(=O)C3=C(C2)Nc2nnnn2C3c2ccc(OC)c(OC)c2)cc1 (stereo not given),-6
Cc1cccc(-c2cc(C(=O)NN=Cc3cccnc3)c3ccccc3n2)c1,-5
Cc1cc(C)n(-c2cc(NC(=O)[C@H]3CC(=O)N(c4cccc(F)c4)C3)ncn2)n1,-8
CCN1CCN(CC(=O)Nc2ccc(C(=O)OC)cc2)C(=O)C1=O,-5
Cc1nn(C)c(C)c1C(=O)Nc1ccn2nccc2c1,-1
COc1ccc2nc(-c3ccc(NC(=O)c4c(F)cccc4Cl)cc3)cn2n1,-10
Cc1nnc(C2CCCN(S(=O)(=O)c3c(C)n[nH]c3C)C2)s1 (stereo not given),-3
CCOC(=O)c1c[nH]c2c(Cl)cc(Cl)cc2c1=O,-1
COc1ccc(C=NOCC(=O)N2CC3(C)CC2CC(C)(C)C3)cc1OC (stereo not given),4
COCCNC(=S)NN=Cc1c(C)[nH]c2ccccc12,12
CC(=NNC(=O)CSc1ncccn1)c1ccc2c(c1)OCCO2,-22
Clc1ccc(Cn2cc(C=Nn3cnnc3)c3ccccc32)c(Cl)c1,-13

# 2 of the compounds above, with bars between the fields.
Structure | SSB-PriA inh
Cc1nc(C)c(CC(=O)N[C@@H](C)c2ccccc2)s1 | -10
O=C(Nc1nc2c(s1)CN(Cc1ccccc1)CC2)c1ccc(Cl)cc1Cl | -10

# Next part
SMILES,SSB-PriA inh
Cc1cccc(C(N)=NOC(=O)Cc2cccc3ccccc23)c1,-29
COc1ccc(NC(=O)c2snnc2C)cc1Cl,13
CN(C)[C@@H](CNS(=O)(=O)c1ccc(N2CCCCS2(=O)=O)cc1)c1ccco1,-6
COc1cc(C(=O)Nc2nc(CC(N)=O)cs2)ncn1,-3
CC1(C)COc2ccc(N)cc2NC1=O,38
COc1cccc2cc(C(=O)NCc3ccc(C(O)c4cccs4)s3)oc12 (stereo not given),1
O=c1cc(-c2ccccc2)ncn1Cc1ccccc1,-4
NC(=O)CNC(=O)c1coc(NC(=O)c2cnccn2)n1,-12
O=C(Nc1ccc(Cl)c(Cl)c1)N(Cc1ccoc1)Cc1cccs1,-8
COc1ccc(Cl)cc1NC(=O)N1CCC(Cn2ccnc2C)CC1,0
O=C(CC1CCCCN1S(=O)(=O)c1ccccc1)Nc1nccs1 (stereo not given),8
O=C(Nc1nc(-c2ccc(Br)s2)cs1)C(c1ccccc1)c1ccccc1,-8
CC(=O)c1ccc(NC(=O)C2CCCN(c3ccc(-c4cccs4)nn3)C2)cc1 (stereo not given),5
O=C(CSc1ccc(NC(=O)c2ccco2)nn1)NCCc1ccccc1,6
COC(=O)CCSCC(=O)Nc1ccc(F)cc1,-10
O=C(NCc1cnn2c1CCCC2)C1(c2ccccc2)CCOCC1,5
Cc1csc(NC(=O)CCn2cnc3c(cnn3-c3ccc(F)cc3)c2=O)n1,-4&5
Cc1nnc([C@H]2CCCN(S(=O)(=O)N(C)C)C2)s1,-12
CCc1ccc(NC(=O)C(=O)NC[C@H]2CCCN2S(=O)(=O)c2ccc(OC)cc2)cc1,-7
COc1cccc(C(=O)NCC(=O)NN=Cc2ccc3c(c2)OCO3)c1,-5
COc1cccc2c1OC1(CCN(C)CC1)N1N=C(c3cc(Cl)ccc3O)CC21 (stereo not given),1
CCN1C(=O)C(CC(=O)Nc2cccc(C(C)=O)c2)SC1=Nc1ccccn1 (stereo not given),0
O=C(CSc1ccc(-n2ccnc2)nn1)N1CCCC1,-5
CCOC(=O)c1sc(NC(=S)NC(=O)c2cccs2)cc1C,-8
Nc1nc(SCC(=O)NCc2ccco2)n[nH]1,-1
Cc1nn(-c2ncc(NC(=O)c3ccco3)cn2)c(C)c1C,-11
Cc1ccc(-c2nnc(NC(=O)c3ccc(S(C)(=O)=O)cc3)o2)cc1,5
COc1ccccc1OCC(=O)N1CCCCC(c2ccc(Cl)cc2)C1 (stereo not given),-14
O=C(NCc1ccc(F)cc1)C(=O)Nc1cccc(N2CCCCC2=O)c1,-2
COc1ccccc1CNC(=O)Cc1c(C)nc(SCc2cccc(Cl)c2)[nH]c1=O,-1
O=C(Nn1cnc2c(cnn2-c2cccc(Cl)c2)c1=O)c1cccc2ccccc12,-8
Cc1cccc(-c2n[nH]c(=S)n2N=Cc2ccc(C)o2)c1,-9
CCOc1ccc(OCCNS(=O)(=O)c2ccc3ccccc3c2)cc1,-3
O=C(Nc1ccc(C(F)(F)F)cc1)C1CCCN(c2ccc(-c3ccco3)nn2)C1 (stereo not given),-5&19
Cc1cc(Cl)ccc1OCC(=O)NN=C1CC2C=CCC12 (stereo not given),-12
CCOC(=O)Cn1c(=NC(=O)/C=C/c2ccccc2)sc2cc(S(C)(=O)=O)ccc21,-2
O=C(COc1ccccc1F)N1CCCC(Oc2cccnn2)C1 (stereo not given),-6
O=C(COc1cccc2ccccc12)N/N=C\c1ccccc1[N+](=O)[O-],0
Cc1cc(N2CCN(CCO)CC2)n2nc(C(F)(F)F)c(-c3ccccc3)c2n1,-21
COC(=O)c1c(N2C(=O)CC(Sc3ncccc3C(=O)O)C2=O)sc2c1CCCC2 (stereo not given),-3

# Structural class: the entries above with a thiophene ring, fused or not.
SMILES,SSB-PriA inh
O=C(Cc1csc(Nc2cccc(C(F)(F)F)c2)n1)NCc1cccs1,-8
O=C(/C=C/c1ccccc1)NCC(=O)NN=Cc1cccs1,-4
O=C(NC[C@H](O)c1csc2ccccc12)c1ccsc1,-23
COc1cccc2cc(C(=O)NCc3ccc(C(O)c4cccs4)s3)oc12 (stereo not given),1
O=C(Nc1ccc(Cl)c(Cl)c1)N(Cc1ccoc1)Cc1cccs1,-8
O=C(Nc1nc(-c2ccc(Br)s2)cs1)C(c1ccccc1)c1ccccc1,-8
CC(=O)c1ccc(NC(=O)C2CCCN(c3ccc(-c4cccs4)nn3)C2)cc1 (stereo not given),5
CCOC(=O)c1sc(NC(=S)NC(=O)c2cccs2)cc1C,-8
COC(=O)c1c(N2C(=O)CC(Sc3ncccc3C(=O)O)C2=O)sc2c1CCCC2 (stereo not given),-3

# Continuation:
SMILES,SSB-PriA inh
O=C(Oc1ccc2ccc(=O)oc2c1)c1ccc(Cl)cc1,0
O=C(NCCc1ccccc1)c1sccc1S(=O)(=O)N1CCN(c2ccc(Cl)cc2)CC1,-2
Cn1cccc1C(CNC(=O)C1CC(=O)N(c2ccccc2)C1)N1CCc2ccccc2C1 (stereo not given),-1
CCc1nc(OCC(=O)NCc2ccc3c(c2)OCO3)c2ccccc2n1,-7
COc1cc(OC)c(NC(=O)Cn2nc3ccc(Sc4cccc(F)c4)nn3c2=O)cc1Cl,12
C=CCc1cccc2cc(C(=O)Nc3ccc(S(N)(=O)=O)cc3)c(=O)oc12,0
COc1ncc(NC(=O)Nc2cc(C)ccc2OC)cn1,-9
CCOC(=O)c1ccc(NC(=O)/C=C/c2ccc([N+](=O)[O-])s2)cc1,2
CCOC(=O)C1=C(CC)Nc2ccccc2NC1=NS(=O)(=O)c1cc(Br)ccc1Br,-15
O=C(CSc1nc2cc(C(=O)NCc3ccco3)ccc2c(=O)n1-c1ccc(F)cc1)c1ccc(Cl)cc1,-11
Cc1ccc2c(Nc3ccc(CC(=O)O)cc3)c(C(=O)N3CCCCC3C)cnc2n1 (stereo not given),12
CO[C@@](C)(CNS(=O)(=O)c1ccccc1Cl)c1cccc(Cl)c1,-9
Clc1ccc(CONC=Nc2ncnc3sccc23)cc1,-10
CC(=NNC(=O)COc1ccccc1)c1cccs1,-5
O=S(=O)(Cc1cc(F)ccc1F)NCCn1ccc(C(F)(F)F)n1,-11
O=C(ON=Cc1ccc(Br)cc1)c1ccc(F)cc1,3
COc1ccc(Cl)cc1NC(=O)Cn1c(-c2ccccc2)nc2c(c1=O)CN(C)CC2,2
CCc1c(C)nc2n(c1=O)C[C@H](C(=O)Nc1ccccc1F)CS2,-13
O=C(CN1C(=O)CCC1=O)Nc1ccc2c(c1)C(=O)NC2=O,-15
CCOC(=O)N1CCC(NC(=O)c2cc(N3CCCC3)ncn2)CC1,-12
CN1CCc2cc(C(CNC(=O)C(=O)Nc3cccc(C(F)(F)F)c3)N(C)C)ccc21 (stereo not given),33
CCOc1cccc2cc(C(=O)NCCCn3nc(-c4cccnc4)ccc3=O)c(=O)oc12,-3
CC(=NNc1ccccn1)c1ccc(C(C)C)cc1,-2
CCOC(=O)c1c(NC(=O)c2cccs2)sc2c1CCC(C)C2 (stereo not given),7
Cc1cc(=O)n2c(-c3cccc(NC(=O)COc4ccccc4F)c3)csc2n1,-12
N#Cc1nccnc1O[C@H]1CCCN(C(=O)CCn2cnc3ccccc3c2=O)C1,-12
COc1cc(S(=O)(=O)Nc2cccnc2)c(OC)cc1C,-14
O=C1/C(=C/c2cc3ccccc3nc2N2CCCCC2)SC(=S)N1Cc1ccco1,16
Cc1ccc(-c2ccc(S(=O)(=O)Nc3cccc(C(=O)O)c3)cc2)cc1,-14
O=[N+]([O-])c1ccc(N2CCCC2)cc1NN=C1CN2CCC1CC2,1
O=C(c1cc(-c2ccccc2)n[nH]1)N1CCC(Oc2cnccn2)CC1,-10
COc1ccc(NC(=O)NCCCn2ncccc2=O)c(OC)c1,0
CC(C)(CNC(=O)CO/N=C1\C=C2CCC3C(C(O)C[C@@]4(C)C3CC[C@]4(O)C(=O)CO)[C@@]2(C)CC1)C(O)C(=O)O (stereo not given in full),i
Cn1nnn(-c2ccc(NC(=O)c3ccccc3C(F)(F)F)cc2)c1=O,-9
COc1ccc(CC(=O)Nc2ccc3c(c2)CN(C(C)=O)CC3)cc1OC,-3
Cc1ccc(C(=O)NCCN2CCn3cc(OCc4ccccc4)c(=O)cc3C2=O)cc1C,-19&-6
CCn1c(Nc2cccc(Cl)c2)nc2ccccc21,-12
O=C(CSc1ccc(NC(=O)c2ccco2)nn1)Nc1cccc(C(F)(F)F)c1,2
COc1cc(C=NNC(=O)c2cccc3ccccc23)ccc1OCC(N)=O,-8
CCOC(=O)c1sc(-c2ccccc2)cc1NC(=O)c1sc2ccccc2c1Cl,-14
COCCN(Cc1ccoc1)C(=O)Nc1ccccc1F,-6
CN(C)CCNC(=O)C(=O)Nc1ccc(F)c([N+](=O)[O-])c1,2
CCC(=O)NN=Cc1ccc(-c2ccc(Cl)cc2)o1,0
Cc1cc(N2CCCC2)nc(CNS(=O)(=O)c2ccc3c(c2)OCCO3)n1,-12
CN(C)c1ccc(C(CNC(=O)Cc2ccc(Cl)cc2)N2CCN(c3ccccc3)CC2)cc1 (stereo not given),-7
O=C(Nc1ccc2c(c1)CN(C(=O)c1cccs1)CC2)c1ccccc1C(F)(F)F,-10
Cc1ccc(NC(=O)NCCn2nc(-c3cccs3)ccc2=O)cc1F,-12&0
COc1ccc(C)cc1S(=O)(=O)NCC1CCN(C(=O)c2cccnc2SC)CC1,2
O=C(NC(c1ccccc1)c1ccccc1)N1CCC(Cn2cnc3ccccc32)CC1,8
N#Cc1ccc(C(=O)N2CCC(c3ccccc3)C2)cc1 (stereo not given),4
COCC(=O)NCc1nc(C)cc(N(C)C)n1,-3

# Only part of the results is shown. The share of hits here may be higher or lower than overall.
